Screening results: PubChem, Broad Institute
S100A4 inh HTS = inhibitors of human S100A4 binding to myosin IIA peptide; actives 0.14% (n = 360,000); inhibition, % at 10.7 µM; P26447; AID 652163; S100A4/TAMRA-MyoIIA peptide fluorescence polarization;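 active = mean inhibition of at least 70% across replicates, with every replicate also reaching that level; inconclusive = mean inhibition reaches 70% but some replicates fall short; inactive = mean inhibition below 70%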
Target sequence (P26447 whole entry, looked up): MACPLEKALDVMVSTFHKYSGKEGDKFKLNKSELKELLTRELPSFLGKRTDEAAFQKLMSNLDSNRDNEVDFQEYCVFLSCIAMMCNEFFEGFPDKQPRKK
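assay system = human S100A4 monomer with TAMRA-labelled myosin IIA peptide | also added = labelled myosin peptide probe, 5 nM | incubation = 5 min between mix addition and reading | control set = DMSO and TFP controls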
SIRT5 inh = blocks human SIRT5 desuccinylation of peptide. Q9NXA8. Purified SirT5, succinyl-peptide AMC, trypsin-coupled fluorescence. inhibition, % at 15 µM. actives 1.1% (n = 330,000); in the data active = inhibition above about 15%; inconclusive = no clear call, values can overlap the other calls
Target sequence (Q9NXA8 whole entry, looked up): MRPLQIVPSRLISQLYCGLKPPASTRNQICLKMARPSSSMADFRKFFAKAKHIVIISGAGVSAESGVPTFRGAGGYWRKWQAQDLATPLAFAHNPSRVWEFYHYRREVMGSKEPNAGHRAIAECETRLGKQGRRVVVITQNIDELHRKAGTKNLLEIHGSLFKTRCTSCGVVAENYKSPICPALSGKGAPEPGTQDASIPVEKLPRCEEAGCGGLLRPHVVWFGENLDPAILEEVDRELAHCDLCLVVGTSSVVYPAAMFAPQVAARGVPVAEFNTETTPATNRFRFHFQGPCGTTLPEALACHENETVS
E-sel inducer = E-selectin induction on HUVECs | P16581 | HUVEC E-selectin immunofluorescence imaging; normalized: neutral wells 0, TNF-alpha wells 100 | activation, % at 7.58 µM | actives 0.37% (n = 260,000) | AID 686992;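 active = mean E-selectin-positive cell signal at least 10% of the positive control, reached in at least 60% of replicates, without over 20% cell loss; inconclusive = no rule given, readout overlaps actives, possibly toxicity-flagged; inactive = the rest, including those meeting only one limit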;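 also: in these data hits start at about 27%; measured in HUVEC primary endothelial cells; signal is the percent of cells scored E-selectin positive by PE staining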
Target sequence (P16581 whole entry, looked up): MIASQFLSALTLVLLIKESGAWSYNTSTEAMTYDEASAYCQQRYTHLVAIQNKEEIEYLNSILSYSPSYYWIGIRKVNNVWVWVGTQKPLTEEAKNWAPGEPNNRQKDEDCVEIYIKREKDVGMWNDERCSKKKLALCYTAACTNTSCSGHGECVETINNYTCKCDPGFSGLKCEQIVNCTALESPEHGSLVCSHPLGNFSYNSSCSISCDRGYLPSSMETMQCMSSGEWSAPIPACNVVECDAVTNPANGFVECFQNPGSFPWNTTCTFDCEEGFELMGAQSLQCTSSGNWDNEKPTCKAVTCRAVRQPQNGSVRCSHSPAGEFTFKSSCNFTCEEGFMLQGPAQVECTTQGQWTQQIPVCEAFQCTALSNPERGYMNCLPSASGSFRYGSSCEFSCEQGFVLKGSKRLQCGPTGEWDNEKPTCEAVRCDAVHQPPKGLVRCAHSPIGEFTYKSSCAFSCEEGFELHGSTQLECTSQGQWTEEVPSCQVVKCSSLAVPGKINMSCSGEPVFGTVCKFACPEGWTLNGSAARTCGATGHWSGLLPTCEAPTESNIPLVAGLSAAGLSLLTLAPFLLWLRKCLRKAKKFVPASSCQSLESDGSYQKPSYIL
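Assay system: HUVEC primary endothelial cells. Input: 3,000 HUVEC seeded per well. Doses: one compound dose added by pin transfer. Read-out basis: % PE-positive cells. Benchmarks: TNF-alpha high, DMSO low. Detection: immunofluorescence imaging. Buffer or medium: EGM-2, gelatin.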
PglD inh = blocks C. jejuni PglD acetyltransferase activity. AID 602405. actives 0.098% (n = 360,000). inhibition, % at 12.5 µM. purified PglD enzyme, DTNB colorimetric CoA detection; in the data active = inhibition above about 16%, passing the limit was not always enough; inconclusive = no clear call, values can overlap the other calls; also: strong numbers were not always called active
DENV2 CPE rescue = protects cells from dengue virus 2 cytopathic effect | actives 1.7% (n = 350,000) | CPE inhibition, % at 9.99 µM | DENV2-infected cells, cytopathic effect rescue, plate reader; in the data active = CPE inhibition above about 20%, passing the limit was not always enough; inconclusive = no clear call, values can overlap the other calls; tested in BHK-21 cells;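 also: 0% = median of neutral control wells and 100% = median of positive control wells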
C2C12 statin = suppressors of simvastatin-induced myotoxicity in C2C12 myotubes | ATP luminescence, 48 h; scaled: DMSO 0, geranylgeraniol control 100 | rescue of ATP level, % at 7.49 µM | actives 0.78% (n = 330,000) | AID 602340;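 active = mean ATP rescue above about 67%, or every replicate alone reaching that limit, limit read from the data, passing the limit was not always enough; inconclusive = no clear call, values can overlap the other calls; inactive = mean under the limit and some replicate under it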;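 also: myotubes were challenged with 10 µM simvastatin during compound exposure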
ERp5 block = ERp5 (human) disulfide isomerase inhibition; Q15084; ERp5 insulin aggregation, absorbance 650 nm, 90 min; inhibition, % at 9.99 µM; actives 0.05% (n = 350,000);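 active = mean replicate inhibition above about 25%, with every replicate also reaching it, limit read from the data, passing the limit was not always enough; inconclusive = only one of those two criteria met; inactive = neither criterion met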
* = called active by the depositor; u = inconclusive; x = no result given. These rows are one share of the data; the hit share may differ from the screen's.

SMILES	S100A4 inh HTS	SIRT5 inh	E-sel inducer	PglD inh	DENV2 CPE rescue	C2C12 statin	ERp5 block
CC(/C=C1\SC(=O)N(CCCC(=O)O)C1=O)=C\c1ccccc1	-7	x	x	-8	x	-11	x
C[C@@H]1CN([C@@H](C)CO)C(=O)c2cc(NC(=O)Nc3cccc4ccccc34)ccc2O[C@@H](C)CCCCO[C@H]1CN(C)Cc1ccc(Cl)c(Cl)c1	-45	-3	0.1	1	-7	x	-1
COc1ccc(NC(=O)COC(=O)c2ccc3ccccc3n2)cc1	-3	-3	-0.2	x	-2	-5	2
CCN1CCN(c2nc(N(C)c3ccccc3)nc(N)c2[N+](=O)[O-])CC1	1	-2	0.0	-9	-1	13	-3
COC(=O)c1ccc(NC(=O)c2cccc(C)c2[N+](=O)[O-])cc1	-9	0	x	-2	5	11	0
CCOC(=O)Cc1csc(NC(=S)NC(=O)CC(C)C)n1	2	-1	x	-1	7	-2	2
OC[C@@H]1[C@@H](c2ccccc2)C2(CN(CCC(F)(F)F)C2)N1Cc1nccs1	2	1	0.2	x	6	x	-4
CCC(=O)N1CCCCN2[C@H](CO)[C@@H](c3ccc(C#Cc4cccnc4)cc3)[C@@H]2C1	-10	0	-0.3	1	-8	20	2
O=C(C[C@@H]1C=C[C@@H](NC(=O)C2CCC2)[C@@H](CO)O1)NCc1ccncc1	-4	4	-0.3	1	0	-5	-6
CNC[C@H]1Oc2ncc(-c3cccc(F)c3)cc2C(=O)N([C@H](C)CO)C[C@H]1C	-19	3	0.0	-3	u	7	1
CC1=C/C(=N\NC(=O)c2ccccc2)CC1	-2	2	x	x	u	x	-31
CCOc1cc(NCCN2CCOCC2)c([N+](=O)[O-])cc1OCC	-1	-1	x	-3	6	10	-2
COc1ccc(-c2ccc([C@@H]3[C@H](CN(C)S(C)(=O)=O)N[C@@H]3CO)cc2)cc1	12	9	-0.2	x	-6	x	2
COc1ccc(C(C(=O)NCC2CCCO2)N(C(=O)CNC(=O)c2ccco2)c2cc(C)cc(C)c2)cc1OC (stereo not drawn)	-8	-1	-0.2	-3	-2	-4	-3
C[C@@H]1CN([C@H](C)CO)C(=O)c2cc(/C=C/c3ccccc3)cnc2O[C@H]1CN(C)Cc1ccc2c(c1)OCO2	-7	-6	-0.4	-3	-24	3	3
CCSc1nc(NCCN(C)C)c2c3c(sc2n1)COC(C)(CC)C3 (stereo not drawn)	-2	-2	x	-3	-3	x	6
COC(=O)CCc1ccc(O)cc1	1	x	x	x	-9	-8	3
COc1ccc(CN(C)C(=O)Cc2ccsc2)c(OC)c1OC	-6	1	18	-4	-3	14	-1
CC(CCc1ccco1)NC(=O)CCc1nnc2ccc(NCc3ccccc3Cl)nn12 (stereo not drawn)	1	-2	x	0	-3	0	7
N#C[C@@H]1[C@H](c2ccccc2-c2ccccc2F)[C@H](CO)N1C(=O)C1CCOCC1	21	3	0.1	x	-7	x	1

Reprinted from the part before: 2 compounds, followed by the next part.
SMILES	S100A4 inh HTS	SIRT5 inh	E-sel inducer	PglD inh	DENV2 CPE rescue	C2C12 statin	ERp5 block
CC(CCc1ccco1)NC(=O)CCc1nnc2ccc(NCc3ccccc3Cl)nn12 (stereo not drawn)	1	-2	x	0	-3	0	7
N#C[C@@H]1[C@H](c2ccccc2-c2ccccc2F)[C@H](CO)N1C(=O)C1CCOCC1	21	3	0.1	x	-7	x	1
C[C@@H](O)C#Cc1ccc([C@@H]2[C@@H](CO)N3CCCCN(C(=O)c4ccc(F)cc4)C[C@H]23)cc1	-11	1	-0.2	-1	14	x	-2
COc1ccc(/C=C/C(=O)OCC(=O)NC2CCCC(C)C2C)cc1 (stereo not drawn)	2	1	-0.4	-6	-2	12	-1
O=C(NCc1ccc(F)cc1)c1cc(C2CCCCN2S(=O)(=O)c2cccs2)on1 (stereo not drawn)	12	x	0.0	-5	14	4	2
Cc1nc(N2CCOCC2)[nH]c(=O)c1[N+](=O)[O-]	-5	2	1.2	x	u	-1	-4
O=c1cnn(Cc2c(Cl)cccc2Cl)c2ccccc12	-1	-4	0.1	-2	2	29	2
COc1ccccc1NC(=O)N1CC(=O)N2[C@H](CO)[C@@H](c3ccc(C#CC(C)C)cc3)[C@H]2C1	-2	0	-0.1	x	-11	x	4
CO[C@H]1CN(C)C(=O)c2ccc(NC(=O)c3cc(C)on3)cc2OC[C@@H](C)NC[C@@H]1C	0	-3	-0.2	-4	-4	3	-3
C[C@H]1CN([C@@H](C)CO)C(=O)c2cccc(NC(=O)c3ccncc3)c2O[C@@H]1CN(C)C(=O)NC1CCCCC1	7	1	x	2	-5	-6	2
Cc1ccc(S(=O)(=O)N[C@H]2CC[C@H](CC(=O)NCCN3CCCCC3)O[C@H]2CO)cc1	-18	-5	0.1	0	4	5	-1
O=C(Cc1c(Cl)cccc1Cl)Nc1ccncc1	-1	-5	1.2	6	-1	-26	-1
N#C/C(=C\c1ccccc1)C(=O)NC1CC1	-5	1	x	2	-4	1	5
CCOC(=O)C1=C(C(=O)OCC)C2N(Cc3ccc(C#N)cc3)c3ccccc3[C@@]23C[C@@H](C(=O)OC)N(S(=O)(=O)c2ccccc2C)C3=N1 (stereo partly drawn)	1	x	-0.3	x	7	x	4
CC(=O)Nc1ccc(NC(=O)COc2ccc(-c3ccc(C#N)cc3)cc2)cc1	4	6	2.4	-1	u	-7	6
COc1cccc(-c2cnc3c(c2)C(=O)N([C@@H](C)CO)C[C@@H](C)[C@H](CN(C)C(=O)Nc2ccccc2F)O3)c1	-46	-5	-0.1	x	6	x	-3
CC(C)NC(=O)Nc1ccc2c(c1)C(=O)N([C@@H](C)CO)C[C@H](C)[C@@H](CN(C)C(=O)CCCN(C)C)OCCCC[C@@H](C)O2	-92	1	0.2	1	-2	x	-2
COc1ccc(OC)c(NC(=O)Nc2ccc3c(c2)OCO3)c1	-8	6	-0.2	3	7	-1	5
O=C(/C=C/c1ccc(O)cc1)c1ccccc1	-2	2	x	x	-1	10	-4
C=CCC1CCC/C(=N\NS(=O)(=O)c2ccc(C)cc2)C1 (stereo not drawn)	-13	-5	-0.1	-1	-1	-2	4
CCN(CC)C(=O)C(=O)N/N=C/c1ccc(Cl)cc1Cl	0	2	1.1	x	-3	x	-5
CCOC(=O)c1cccnc1SCC(=O)Nc1ccc(C)cc1	-9	x	11	x	10	x	-2
C[C@H]1CN([C@@H](C)CO)C(=O)Cc2cc(NS(=O)(=O)c3cccs3)ccc2O[C@H]1CN(C)Cc1ccc(C(=O)Nc2ccccc2N)cc1	6	2	20	x	2	x	-3
CN(C)c1ccc(/C=C2\N=C(C(C)(C)C)OC2=O)cc1	-3	18*	x	-8	1	1	4
Cc1noc(C)c1NC(=O)N(C)C[C@H]1Oc2ccc(NC(=O)CCC(F)(F)F)cc2CC(=O)N([C@@H](C)CO)C[C@H]1C	3	0	0.0	-2	10	-22	8
COc1ccc(CNC(=O)C2CCN(S(=O)(=O)c3ccc4c(c3)CC(C)N4C(=O)C3CC3)CC2)cc1 (stereo not drawn)	-2	-5	x	-3	-1	-1	-14
O=C(NCCCCC(NC(=O)C1CCCCC1)C(=O)O)c1ccccc1 (stereo not drawn)	-3	-5	x	3	-6	-2	3
Cc1cccc(C(=O)NC(=S)NCc2cccnc2)c1	-12	0	-0.1	x	11	x	2
Cc1ccc(S(=O)(=O)N(C)C[C@H]2Oc3ccc(NC(=O)c4ccncc4)cc3CC(=O)N([C@@H](C)CO)C[C@@H]2C)cc1	-30	x	-0.1	1	-13	13	2
O=[N+]([O-])c1ccc(NN=C2CCCCC2)c([N+](=O)[O-])c1	-1	x	-0.1	-4	-1	2	-1
Cc1ccc(NC(=O)c2cc(-c3cc(C)c(C)cc3O)n[nH]2)cc1C	7	-6	x	-1	11	-14	2
COc1ccc(C(=O)CCC(=O)Nc2cccc(Cl)c2)cc1	1	5	-0.1	-4	-4	-8	5
COc1ccc(NC(=O)N(C)C[C@H]2Oc3c(NS(=O)(=O)c4cccs4)cccc3C(=O)N([C@@H](C)CO)C[C@H]2C)cc1	-6	0	-6.2	1	6	88*	6
Cc1cc(=O)oc2cc(OC(C)C(=O)N3CCOCC3)c(Cl)cc12 (stereo not drawn)	-13	-10	-0.1	1	-8	4	4
CCOc1ccc(NC(=O)c2ccc(CC)s2)c([N+](=O)[O-])c1	-3	-4	0.0	7	6	-3	-8
Cc1cc(NC(=O)CCC(=O)N(CC(=O)NCC2CCCO2)c2ccccc2)no1 (stereo not drawn)	6	x	-0.2	-2	-4	-24	-3
COC(=O)c1cc(C#N)c(N2CC(C)OC(C)C2)nc1C (stereo not drawn)	-7	5	x	1	-3	-3	-1
COc1ccc(NC(=O)N(C)C[C@H]2Oc3ccc(NC(=O)Cc4ccccc4)cc3C(=O)N([C@@H](C)CO)C[C@@H]2C)cc1	9	-2	0.1	0	-11	-12	3
O=C(O)C[C@@H]1CC[C@@H]2[C@H](COC[C@@H](O)CN2S(=O)(=O)c2ccc(F)cc2)O1	-5	1	-0.1	-1	5	-2	3
C[C@@H]1CN([C@H](C)CO)C(=O)c2cccc(NS(=O)(=O)c3ccccc3)c2O[C@H]1CN(C)Cc1ccc(C(=O)O)cc1	-8	-1	-0.1	2	13	-8	-6
C[C@H]1CN([C@@H](C)CO)C(=O)c2cc(NC(=O)Nc3ccc(C(F)(F)F)cc3)ccc2O[C@H]1CN(C)C(=O)Nc1ccc(F)cc1	19	-3	-0.1	-4	0	35	7
Cc1noc(C)c1NC(=O)NCC[C@@H]1CC[C@H](NC(=O)Nc2cccc(F)c2)[C@@H](CO)O1	1	-1	0.2	-33	-3	8	-2
C[C@@H]1CN([C@@H](C)CO)C(=O)Cc2cc(NC(=O)c3ccncc3)ccc2O[C@@H]1CN(C)C(=O)Nc1cccc2ccccc12	0	x	-0.1	-2	-9	8	-2

Compound profiles (already shown). Screens in order: S100A4 inh HTS, SIRT5 inh, E-sel inducer, PglD inh, DENV2 CPE rescue, C2C12 statin, ERp5 block
C[C@@H]1CN([C@H](C)CO)C(=O)c2cccc(NS(=O)(=O)c3ccccc3)c2O[C@H]1CN(C)Cc1ccc(C(=O)O)cc1 is listed with -8, -1, -0.1, 2, 13, -8, -6
Cc1cc(=O)oc2cc(OC(C)C(=O)N3CCOCC3)c(Cl)cc12 (stereo not drawn) is listed with -13, -10, -0.1, 1, -8, 4, 4
COc1ccc(NC(=O)N(C)C[C@H]2Oc3ccc(NC(=O)Cc4ccccc4)cc3C(=O)N([C@@H](C)CO)C[C@@H]2C)cc1 is listed with 9, -2, 0.1, 0, -11, -12, 3
C[C@@H]1CN([C@@H](C)CO)C(=O)Cc2cc(NC(=O)c3ccncc3)ccc2O[C@@H]1CN(C)C(=O)Nc1cccc2ccccc12 is listed with 0, x, -0.1, -2, -9, 8, -2
Cc1cc(NC(=O)CCC(=O)N(CC(=O)NCC2CCCO2)c2ccccc2)no1 (stereo not drawn) is listed with 6, x, -0.2, -2, -4, -24, -3
